SKBR3 24h inh – SK-BR-3 proliferation inhibitors; SK-BR-3 viability, CellTiter-Glo ATP luminescence, 24 h; stronger effect = lower value; viability, % at 10 µM; actives 0.47% (n = 41,000); AID 847;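 active = viability at or below the median of all test compounds minus 3 SD, in both replicates if run twice, cut at about 45% in these data; inconclusive = duplicate replicates that disagree with each other; inactive = viability above that cutoff in every replicate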;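 also: 100% = median untreated cell wells and 0% = median positive control drug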
* hit, by the source's call; ? = inconclusive. The list is partial; the hit share may differ from the screen's.

molecule	SKBR3 24h inh
CCn1c(C)csc1=NC(=O)c1ccccc1O	50
CC(=O)C1=C(C)Nc2ncnn2C1c1ccccc1Cl (stereo not given)	101
CC(=O)Nc1cccc(NC(=O)c2ccco2)c1	89
COc1ccc2cc(S(=O)(=O)N3CCOCC3)ccc2c1	113
CCOc1ccc(NC(C)c2cc(Cl)ccc2O)cc1 (stereo not given)	73
CCOC(=O)c1[nH]c2ccc(OC)cc2c1NC(=O)CCN1CCN(Cc2ccccc2)CC1	87
O=C(c1ccc(=O)[nH]c1)N(Cc1ccco1)C1(C(=O)NC2CCCC2)CCCCC1	101
COc1ccc(Cn2nnnc2CN(Cc2cc3cccc(C)c3[nH]c2=O)C2CCCC2)cc1	77
CCN(C(=O)c1cn(C)c(=O)c2cc(OC)c(OC)cc12)c1ccccc1C	79
Cc1onc(-c2ccccc2Cl)c1C(=O)Nc1cc(=O)n(C)c(=O)n1C	95
O=C(CSCc1ccc(Cl)cc1)c1ccco1	69
CCOC(=O)C1=C(CSc2nc(-c3ccncc3)ccc2C#N)OC(N)=C(C#N)C1c1cccnc1 (stereo not given)	62
Cc1noc(C)c1C(=O)NC(C)C1CCCO1 (stereo not given)	101
O=C(CCCCn1c(=O)[nH]c2ccsc2c1=O)NCC1CCCO1 (stereo not given)	85
COc1ccc(OC)c(C(=O)c2ccc(C(=O)O)cc2)c1	96
COC(=O)c1sc(NC(=O)C2CCCCC2C(=O)O)c(C(=O)OC)c1C (stereo not given)	92
O=C(CCNS(=O)(=O)c1ccc2c(c1)CCC(=O)N2)Nc1ccc2c(c1)OCCO2	81
COc1cccc(C2C(C(=O)c3cc4ccccc4o3)=C(O)C(=O)N2CCN(C)C)c1OC (stereo not given)	113
Cc1ccc(-n2nnnc2SCC(N)=O)c(C)c1	87
CC(=O)c1cccc(N2C(=NC(=O)C(C)C)SC3CS(=O)(=O)CC32)c1 (stereo not given)	95
CCOC(=O)N1CCN(C(=O)c2cccc(OC)c2OC)CC1	85
CC1(C)Oc2ccc(C(=O)N3CCCCC3)cc2N(CC(=O)NCc2ccccc2)C1=O	89
C=CCn1c(C(C)NC(=O)CC)nc2ccccc21 (stereo not given)	104
N#Cc1c(SCC(=O)Nc2nccs2)nc2c(c1-c1ccco1)CCCC2	97
CCCCN1C(=O)c2ccc(C(=O)Nc3cccnc3)cc2C1=O	105
Cc1ccc(C(C(=O)NC2CCCCC2)N(CC2CCCO2)C(=O)CNC(=O)c2ccco2)cc1 (stereo not given)	90
O=C(Nc1nnc(CC(=O)N2CCOCC2)s1)C1COc2ccccc2O1 (stereo not given)	90
O=C(O)CNC(=O)C1COc2ccccc2O1 (stereo not given)	91
O=C(Oc1ccccc1)c1cccc2cccnc12	?
O=C(CN1C(=O)c2ccccc2S1(=O)=O)Nc1ccc(S(=O)(=O)N2CCCC2)cc1	93

As a short view, four of the compounds above.
molecule	SKBR3 24h inh
O=C(Nc1nnc(CC(=O)N2CCOCC2)s1)C1COc2ccccc2O1 (stereo not given)	90
O=C(O)CNC(=O)C1COc2ccccc2O1 (stereo not given)	91
O=C(Oc1ccccc1)c1cccc2cccnc12	?
O=C(CN1C(=O)c2ccccc2S1(=O)=O)Nc1ccc(S(=O)(=O)N2CCCC2)cc1	93

Next section.
molecule	SKBR3 24h inh
O=S(=O)(Nc1ncn[nH]1)c1ccc2ccccc2c1	111
Cc1cc(C)c(NC2=NCC(=O)N2C2CCCCC2)c(C)c1	92
CC(C)(C)NS(=O)(=O)c1cccc2nsnc12	85
CCc1ccccc1NC(=O)CSc1nnc(-c2ccco2)n1N	110
Cc1cc(C)cc(N2CC34C=CC(O3)C(C(=O)OCC(=O)NCc3ccco3)C4C2=O)c1 (stereo not given)	85
CCn1c(=S)ccc2ccc(OC)cc21	80
CC1CC(=O)C2=C(C1)Nc1ncnn1C2c1ccccc1 (stereo not given)	99
O=C1C2C3c4ccccc4C(c4ccccc43)C2C(=O)N1Cc1ccco1 (stereo not given)	96
COCc1cc(=O)[nH]c(/N=C(\N)Nc2ccc(Oc3ccccc3)cc2)n1	96
O=C1CNC(=O)/C1=C\N1CCCCC1	98
CCn1c(-c2cc(Br)cc(OC)c2O)nc2cc(S(=O)(=O)N(C)C)ccc21	76
CC(=O)c1cccc(NC(=O)NCc2ccco2)c1	94
COc1ccccc1-c1noc(-c2cc(OC)c(OC)c(OC)c2)n1	104
Cc1nc(SCC(=O)c2ccccc2)n[nH]1	113
Cc1ccc(C2CC(c3ccccc3OC(F)F)Nc3ncnn32)cc1 (stereo not given)	94
Cc1nc(CC(=O)O)c(-c2ccccc2)s1	93
CC(=O)N1CCc2cc(NC(=O)c3ccc(C)cc3)ccc21	77
CC(C)(C)OC(=O)N1CCCC1C(=O)N1CCCC1C(=O)N1CCCC1C(=O)O (stereo not given)	110
Cc1ccc(C(=O)NCCNS(=O)(=O)c2ccccc2)cc1	104
O=C(c1ccco1)N1CCN(c2ncnc3scc(-c4cccs4)c23)CC1	91
COc1ccccc1NC(=O)C1=C(C)Nc2nc(-c3ccc(N(C)C)cc3)nn2C1c1ccncc1 (stereo not given)	98
O=C(NCCNC(=O)c1ccc(Br)o1)c1ccc(Br)o1	89
CCN(CC)CCn1c(NCc2ccc(OC)cc2)nc2ccccc21	79
O=C(NCCN1CCOCC1)c1cc(-c2ccc(F)cc2)on1	107
CCOC(=O)C1=C(N)OC2=C(C(=O)CC(C)(C)C2)C1C1CCCCC1 (stereo not given)	102
COc1ccccc1-c1nnc2sc(C3CCCCC3)nn12	63
CCOC(=O)N1CCC(NC(=O)c2cnn3c(C(F)(F)F)cc(-c4cccc(OC)c4)nc23)CC1	57
Clc1ccc(-c2noc(CN3CCN(c4ccccc4)CC3)n2)cc1	78
COc1cc(C2Nc3ccc4ncccc4c3C3=C2C(=O)CCC3)ccc1O (stereo not given)	89
O=S(=O)(c1ccc(N2CCOCC2)cc1)N1CCOCC1	98

Among those listed so far, these have bromine:
molecule	SKBR3 24h inh
CCn1c(-c2cc(Br)cc(OC)c2O)nc2cc(S(=O)(=O)N(C)C)ccc21	76
O=C(NCCNC(=O)c1ccc(Br)o1)c1ccc(Br)o1	89

(more compounds)
molecule	SKBR3 24h inh
COc1cccc2cc(C(=O)N3CCN(C45CC6CC(CC(C6)C4)C5)CC3)c(=O)oc12	79
c1ccc(-c2nnc3sc(-c4csc5c4CCCC5)nn23)cc1	57
OC1CCN(c2ncnc3c2nnn3Cc2c(F)cccc2Cl)CC1	92
CCc1nn(CC(=O)O)c(=O)c2ccccc12	98
COCCCn1c2nc3ccccc3nc2c2c(=O)n(Cc3ccc(Cl)cc3)c(C)nc21	80
Cc1ccc2cc(C#N)c(N3CCCN(C(=O)C4CCCO4)CC3)nc2c1 (stereo not given)	82
Cn1c(=O)n(C)c(=O)n(CC(=O)N2CCCCC2)c1=O	92
COCCn1c(SCC(=O)N2CCCC2)nnc1C(C)C	92
CCOc1ccccc1N1CCN(S(=O)(=O)CC)CC1	104
Cc1ccc2oc3c(c(=O)c2c1)C(c1cccc(Br)c1)N(Cc1ccco1)C3=O (stereo not given)	91
O=C(Oc1ccc(-c2nc(-c3ccccn3)no2)cc1)c1ccccc1	92
CC(=O)N1CCCc2cc(S(=O)(=O)NC(C(=O)NC(C)c3ccccc3)C(C)C)ccc21 (stereo not given)	92
CCC(C)N1C(=O)C2C(C(=O)Nc3cccc(OC)c3)C3C=CC2(O3)C1C(=O)NC1CCCCC1C (stereo not given)	84
COc1ccc(S(=O)(=O)N[C@@H](CC(C)C)C(=O)O)cc1	73
O=C(COC(=O)c1ccccc1)NCc1ccco1	93
O=C(NCCc1ccccc1)C1CCCN(C(=O)NC2CCCCC2)C1 (stereo not given)	99
O=C(Cn1c(=O)oc2ccccc21)N1CCCCC1	102
COCCCn1c2nc3ccccc3nc2c2c(=O)n(Cc3ccccc3Cl)cnc21	89
Cc1cccc(NC(=O)Cn2c(=O)oc3ccccc32)c1	86
COc1ccc(-c2nc(C#N)c(NCC3CCCO3)o2)cc1 (stereo not given)	75
COc1ccc(CN2C(=O)C(O)(CC(=O)c3c(C)n[nH]c3C)c3ccccc32)cc1OC (stereo not given)	106
COC(=O)COC(=O)c1ccc(Oc2nc(OC)nc(N(C)C)n2)cc1	114
CC(CCCC(C)(C)O)NCCO (stereo not given)	113
COc1cc(C(=O)N(CCc2ccccc2)C2CC3CCC(C2)N3C)cc(OC)c1OC (stereo not given)	82
CCN(CC)c1ccc2c(c1)OC(N)=C(C#N)C2c1cccnc1 (stereo not given)	93
COc1cc(-c2nc3n(n2)C(c2cccc(OC)c2OC)C2=C(CCCC2=O)N3)cc(OC)c1OC (stereo not given)	79
CCOc1cc(/C=C(/C#N)c2ccc(F)cc2)ccc1OCc1ccc(C(=O)O)o1	91
CSCCC(NC(=O)c1cncc(Br)c1)C(=O)O (stereo not given)	102
CCOC(=O)C1CCCN(C(=O)c2cc(-c3ccccc3)on2)C1 (stereo not given)	113
CCc1[nH]c(=O)c(C#N)c2c1CSC(C)(C)C2	90

Random excerpt: five entries already listed
molecule	SKBR3 24h inh
CCc1[nH]c(=O)c(C#N)c2c1CSC(C)(C)C2	90
COc1cc(-c2nc3n(n2)C(c2cccc(OC)c2OC)C2=C(CCCC2=O)N3)cc(OC)c1OC (stereo not given)	79
CCN(CC)c1ccc2c(c1)OC(N)=C(C#N)C2c1cccnc1 (stereo not given)	93
COCCCn1c2nc3ccccc3nc2c2c(=O)n(Cc3ccc(Cl)cc3)c(C)nc21	80
Cc1ccc2oc3c(c(=O)c2c1)C(c1cccc(Br)c1)N(Cc1ccco1)C3=O (stereo not given)	91

(more compounds)
molecule	SKBR3 24h inh
COC(=O)c1ccccc1NC(=O)c1cncc(Br)c1	89
COc1cccc(S(=O)(=O)Nc2cccnc2)c1	102
COC(=O)c1ccc(C2/C(=C(\O)c3ccc4c(c3)OCCO4)C(=O)C(=O)N2CCCN(C)C)cc1 (stereo not given)	109
Cc1cc(C)n(-c2c(F)c(F)c(CN3CCOCC3)c(F)c2F)n1	97
O=C(OCc1nc2ccccc2s1)c1ccc(Br)s1	113
C1CCC2(CC1)C1=C(CCCC1)Nc1nnnn12	102
COc1ccc(-c2nnc3sc(-c4ccccc4OC)nn23)cc1	122
CCOC(=O)c1ccc(NC(=O)NCc2ccn(CC)n2)cc1	116
N#Cc1ccc(CSc2ncnc3c2cnn3Cc2ccccc2)cc1	78
O=C(NCc1ccco1)C(c1cccnc1)N(C(=O)Cn1nnc2ccccc21)c1ccc(F)cc1 (stereo not given)	125
CCCCCCn1c(N(CC)CC)nc2c1c(=O)[nH]c(=O)n2C	94
Cc1ccc(-c2noc(CSc3nnc(-c4ccccc4)n3C)n2)cc1	89
O=C(CSc1ccccc1)Nc1ccc(S(=O)(=O)NCC2CCCO2)cc1 (stereo not given)	108
COC(=O)c1c(NC(=O)CN2CCN(c3ccccc3OC)CC2)c2cc(C)ccc2n1C	69
COc1cc(C(=O)Nc2c(-c3ccccn3)c(=O)c3ccccc3n2C)cc(OC)c1OC	99
CC(=O)OC(C(=O)NC1CCCCC1)c1ccc(C#N)cc1 (stereo not given)	77
N=c1n(CCN2CCCC2)c2ccccc2n1CC(O)c1ccco1 (stereo not given)	79
COc1ccc(NC(=O)C(c2ccccc2)N(C)C(=O)c2cnccn2)cc1 (stereo not given)	96
CCN1CCN(c2nc3c(C)cccn3c(=O)c2/C=C(\C#N)S(=O)(=O)c2ccccc2)CC1	87
c1ccc2[nH]c(CSc3nnc(-c4ccncc4)o3)nc2c1	118
CCCCC(=O)NC1=NC(=O)C(C)(C)S1	101
COc1cccc(N2CCN(C(=O)c3ccc(=O)oc3)CC2C)c1 (stereo not given)	87
O=C(CSc1nnc2ncccn12)N1CCCCCC1	79
COc1cc(C)c(Cl)cc1S(=O)(=O)NCC1CCCO1 (stereo not given)	99
COc1ccc(C2CC(C(F)(F)F)n3nc(C(=O)O)c(Cl)c3N2)cc1OC (stereo not given)	97
CCOC(=O)c1cccc(NC(=O)CN(c2ccc(C)cc2)S(=O)(=O)c2c(C)noc2C)c1	86
COc1ccc(OCC(=O)Nc2cccc(NC(=O)COc3ccc(OC)cc3)n2)cc1	87
O=C(O)CCCN1C(=O)NC2NC(=O)NC21 (stereo not given)	99
O=C(O)c1ccc(NCc2cccnc2)cc1	89
CC(C)=C(NC(=O)c1ccco1)C(=O)NCCc1nc2ccccc2[nH]1	122
O=c1[nH]c2cnccc2n1-c1ccccc1	79
CCCOCCOC(=O)C1=C(C)NC(=O)NC1c1cc(Cl)c(O)c(OC)c1 (stereo not given)	98
O=C(Cc1ccc(-c2ccccc2)cc1)NCCN1CCOCC1	117
CCSc1nc2c(c(=O)n1-c1ccc(F)cc1)SCC2	99
Cc1nonc1OCCn1nnnc1N	85
CCn1c(=O)c(C(=O)Nc2ccccc2S(N)(=O)=O)c(O)c2ccccc21	64
O=C(NCc1ccc(F)cc1)c1noc2c1CCCCC2	79
O=C(c1ccc2snnc2c1)N1CCOCC1	95
COc1ccc(NC(=O)CSC2CC(=O)N(c3ccc4c(c3)OCCO4)C2=O)cc1 (stereo not given)	92
Cc1ccc(-c2nnn(CC(=O)Nc3cccc4c3CCCC4)n2)o1	88
COCCN(CC(=O)NCc1ccc(OC)cc1)C(=O)CCC(=O)Nc1nccs1	110
COc1ccc(/C(O)=C2/C(=O)C(=O)N(CCN(C)C)C2c2ccccn2)cc1OC (stereo not given)	111
CCOC(=O)c1c(NC(=O)c2nn(CC)cc2Br)sc2c1CCCCC2	82
CC(C)CSc1nc2c(c(=O)[nH]c(=O)n2C)n1CC(O)COc1cccc2ccccc12 (stereo not given)	93
CCN(CC)Cc1cc2ccccc2c2c1COC2	101

High-throughput results: PubChem, SRMLSC
